# ALOX15 inhib – inhibitors of human 15-lipoxygenase (ALOX15). purified 15hLO-1, xylenol orange hydroperoxide absorbance. AID 887. P16050. Potency, µM (highest dose often 57.1 µM), for inactives: top-dose activity change, negative = inhibition, hits mostly inhibitors. 74,000 compounds, 1.4% hits; further: potency means the concentration at half of the fitted maximal effect; on the % scale 0 is the no-effect control and ±100 the full control effect; nearly all actives have a fitted effect of over 55% in size
# Target sequence (P16050 whole entry, looked up): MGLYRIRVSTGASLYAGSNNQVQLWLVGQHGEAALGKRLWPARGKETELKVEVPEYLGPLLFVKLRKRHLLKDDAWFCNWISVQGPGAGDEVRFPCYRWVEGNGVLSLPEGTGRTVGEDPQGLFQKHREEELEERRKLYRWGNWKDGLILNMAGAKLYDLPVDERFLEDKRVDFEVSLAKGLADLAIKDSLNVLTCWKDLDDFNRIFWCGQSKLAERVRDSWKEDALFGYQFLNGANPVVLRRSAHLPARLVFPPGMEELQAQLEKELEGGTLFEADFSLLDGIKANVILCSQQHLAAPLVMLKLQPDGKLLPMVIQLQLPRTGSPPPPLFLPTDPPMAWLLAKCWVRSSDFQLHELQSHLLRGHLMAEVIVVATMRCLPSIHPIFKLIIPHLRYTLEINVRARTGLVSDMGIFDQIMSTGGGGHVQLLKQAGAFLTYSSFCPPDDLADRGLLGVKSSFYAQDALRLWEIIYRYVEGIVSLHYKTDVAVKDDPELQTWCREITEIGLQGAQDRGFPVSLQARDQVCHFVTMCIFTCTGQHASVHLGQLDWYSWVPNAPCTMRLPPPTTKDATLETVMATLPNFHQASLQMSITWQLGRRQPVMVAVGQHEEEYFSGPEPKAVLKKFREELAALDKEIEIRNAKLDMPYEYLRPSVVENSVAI
#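 Quantitative HTS in 25 mM Hepes pH 7.5 containing 0.01% Triton X-100: human 15hLO-1 at 40 nM, arachidonic acid at 50 uM, 6 min turnover. Product quantified via ferrous oxidation/xylenol orange, 573:405 nm absorbance ratio.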
# HADH2 inhib – HADH2 (human) dehydrogenase inhibition | 73,000 compounds, 3.4% hits | Q99714 | recombinant HADH2, NADH fluorescence, beta-hydroxybutyryl-CoA | Potency, µM (series often up to 57.1 µM), without a hit: at the top dose activity change, negative = inhibition, actives largely listed as inhibitors; further: potency means the concentration at half of the fitted maximal effect; on the % scale 0 is the no-effect control and ±100 the full control effect; nearly all actives have a fitted effect of over 60% in size; many of its hits are not listed in these tables
# Target sequence (Q99714 whole entry, looked up, one chain of several): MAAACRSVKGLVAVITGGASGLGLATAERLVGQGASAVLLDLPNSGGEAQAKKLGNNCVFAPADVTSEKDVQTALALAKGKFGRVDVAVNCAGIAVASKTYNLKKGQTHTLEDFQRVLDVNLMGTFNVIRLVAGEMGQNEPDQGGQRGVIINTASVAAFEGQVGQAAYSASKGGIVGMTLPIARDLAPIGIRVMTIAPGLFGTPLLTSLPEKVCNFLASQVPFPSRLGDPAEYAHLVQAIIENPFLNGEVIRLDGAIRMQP
#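 Read-out: 360 nm excitation, 450 nm emission, kinetic over 4 min. Conditions: His-tagged human HADH2 20 nM, pH 9.0 Tris with Tween-20, 1 mM NAD+, 90 uM beta-hydroxybutyryl-CoA.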
# BRCT inh red – BRCT-phosphoprotein interaction inhibition (red fluorophore); 75,000 compounds, 0.03% hits; P38398; BRCT-phosphopeptide binding, red fluorescence polarization; Potency, µM (highest dose often 76.9 µM), for inactives: at the highest dose activity change, negative = inhibition, usual class: inhibitors; further: on the % scale 0 is the no-effect control and ±100 the full control effect
#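 Rhodamine-labelled pBACH1 10-mer (100 nM) bound to BRCT domain (100 nM) at pH 7.3; compounds incubated 12 min room temperature, polarization read. Free peptide defines full inhibition; unlabelled decapeptide titrated as control.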
# HBB splice mod – modulators of hemoglobin beta chain splicing | AID 925 | HBB splicing reporter cell assay, activation; EGFP reporter with mutant IVS2-654 intron; response scale: normalised to 500 nM splice-correcting PNA | 65,000 compounds, 0.06% hits | Potency, µM (series often up to 46.1 µM), inactives show at the top dose activation, most hits filed as activators; further: potency means the concentration at half of the fitted maximal effect; 0% is about no effect
#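 Compounds were applied for 2 days to HeLa EGFP-654 cells, 500/well in Optimem with 2% FCS. The reporter's EGFP is disrupted by mis-splicing of beta-globin intron IVS2-654. Readout: summed well GFP fluorescence from 488 nm laser scanning; reference was 500 nM antisense […] 654 PNA.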
# UbGFP stabilizer – ubiquitin-GFP accumulation via proteasome inhibition | Potency, µM (titrated, usually from 45.9 µM), inactives show top-dose activation (GFP accumulation), usual class: activators | 67,000 tested, under 10 active | Ubiquitin-GFP reporter cells, proteasome inhibition, GFP fluorescence; response scale: untreated = 0%, 10 µM MG-132 = 100%; active means well fitted activation curve with a large enough effect, not every such curve was filed as active; inconclusive means small, poorly fitted or top-dose-only effect, or another doubt; inactive means no such curve, though single readings can be large or run the other way; further: potency means the concentration at half of the fitted maximal effect
#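 GFP accumulation read-out: laser plate cytometry counting ubiquitin(G76V)-GFP-expressing U2OS cells after 4 hr compound exposure at 37 °C. Titrations spanned 46 uM to 2.9 nM; 0% = basal, 100% = 10 uM MG-132; concentration-response curves fitted.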
# CRE Fsk mod – alters forskolin-stimulated CRE reporter signaling in CHO cells. CHO CRE-bla reporter (cAMP response element driving beta-lactamase), forskolin EC10, beta-lactamase ratio. AID 662. Potency, µM (doses to about 38.2 µM), for the others: at the top dose activity change, negative = inhibition, most hits filed as activators. 71,000 compounds, 2.5% hits; active means well fitted activation curve with a large enough effect in the signal ratio, with a control signal flat, not every such curve was filed as active; inconclusive means small, poorly fitted or top-dose-only effect, or effect the other way, or a change in a side signal; the % refers to the signal ratio; further: potency means the concentration at half of the fitted maximal effect; % of control where 0% means no effect
#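 Beta-lactamase reporter under a cAMP responsive element in CHO cells; compounds tested in titration series against EC10 NKH 477, 3 h at 37 °C. Read-out: CCF4 FRET ratio 460nm/530nm (excitation 405nm) giving %Activity, fitted to AC50.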
# GFP derepression – epigenetic GFP locus derepression in mouse cells | AID 597 | mouse C127i GFP locus derepression, cytometry, 30 h | 68,000 compounds, 0.09% hits | Potency, µM (series often up to 46.1 µM), without a hit: at the top dose GFP derepression (activation); further: % of control where 0% means no effect
#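 Locus derepression in mouse mammary C127i cells whose integrated CMV-GFP reporter is normally silent; GFP expression after 30 h compound treatment was quantified by counting fluorescent cells.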
# BRCT PPI green – inhibitors of human BRCA1 BRCT-phosphoprotein interaction (green fluorophore); 75,000 compounds, 0.05% hits; BRCA1 BRCT-phosphopeptide binding, green fluorescence polarization; Potency, µM (top dose mostly 76.9 µM), for inactives: top-dose activity change, negative = inhibition, actives largely listed as inhibitors; AID 875; P38398;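 further: potency means the concentration at half of the fitted maximal effect; plate controls were peptide without protein for full effect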
#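 Compounds were incubated for 12 min at room temperature with a complex of 100 nM fluorescein-tagged pBACH1 decapeptide and 250 nM His-tagged BRCT protein. Buffer was phosphate pH 7.3 with EDTA, DTT and Tween 20. Disruption of binding lowers the polarization signal.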
# DNA Pol III inh – DNA polymerase III holoenzyme inhibition; reconstituted DNA polymerase III holoenzyme replication, biochemical; Potency, µM (doses to about 57.1 µM), without a hit: at the highest dose activity change, negative = inhibition; 71,000 compounds, 0.25% hits; further: potency means the concentration at half of the fitted maximal effect; on the % scale 0 is the no-effect control and ±100 the full control effect
#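 Reconstituted *E. coli* holoenzyme (0.35 nM Pol III, 1 nM beta, 154 nM SSB, 2 nM primase) was preincubated with compound for 15 min at RT. Synthesis on 1.4 nM ssM13Gori ran 35 min, then was stopped with PicoGreen/EDTA and read as dsDNA fluorescence.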
# Hsp90 Hop PPI – changes Hsp90-Hop TPR2A binding signal, up or down; AlphaScreen TPR2A-His6 binding biotin-Hsp90 C-terminal peptide; Potency, µM (highest dose often 57 µM), inactives show top-dose activity change, negative = inhibition; 71,000 compounds, 0.44% hits; active means well fitted curve in either direction with a large enough effect; inconclusive means small, poorly fitted or top-dose-only effect, or another doubt; further: potency means the concentration at half of the fitted maximal effect; on the % scale 0 is the no-effect control and ±100 the full control effect; many of its hits are not listed in these tables
# USP2a inhib – inhibitors of human ubiquitin-specific protease USP2a; USP2a enzymatic assay, qHTS inhibition; Potency, µM (titrated, usually from 38.3 µM), inactives show at the highest dose activity change, negative = inhibition, hits mostly inhibitors; O75604; 60,000 compounds, 0.1% hits;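 further: potency means the concentration at half of the fitted maximal effect; nearly all actives have a fitted effect of over 60% in size; plate controls were DMSO for no effect and NEM full inhibition control for full effect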
#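 Inhibition is measured in a cell-free coupled assay with 20 nM USP2 core, 20 nM Ub-PLA2 and 20 uM NBD C6-HPC, 2.5 h incubation. Activity normalized to NEM control.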
# An asterisk follows results filed as active; ? = inconclusive; nt = not tested or not shown; [ ] = dose if it differs, or a comment. Unless noted, the call rests on the fitted dose curve; in most records, active means well fitted curve in the direction sought with a large enough effect; inconclusive means small, poorly fitted or top-dose-only effect, or another doubt; inactive means no such curve, though single readings can be large; an effect the other way counts as inactive or inconclusive.
SMILES,ALOX15 inhib,HADH2 inhib,BRCT inh red,HBB splice mod,UbGFP stabilizer,CRE Fsk mod,GFP derepression,BRCT PPI green,DNA Pol III inh,Hsp90 Hop PPI,USP2a inhib
C=CCn1c(SCc2nc3ccccc3[nH]2)nnc1-c1ccccn1,-1.8%,1.4%,-0.6%,1.9%[0.369 µM],nt,?,-2.1%,0.9%,-5.7%,-12.9%,11.7%
O=c1[nH]c2cc3c(cc2cc1C(c1nnnn1C1CCCCC1)N1CCSCC1)OCCO3 (configuration not stated),?,5.6%,1.3%,nt,-2.8%,4.3%,-3.2%,37.5%[activator],-9.7%,1.0%,31.9%[activator]
CCC(=O)N(Cc1cc2cccc(C)c2[nH]c1=O)c1ccccc1OC,13.1%,-4.7%,-1.0%,-1.5%[57.5 µM],2.6%,8.2%,-2.1%,8.6%,-7.8%,-1.1%,14.1%
O=C(c1ccc(Cl)s1)N1CCc2ccccc21,-7.2%,-11.9%,-0.8%,0.7%,7.0%,9.0%,-4.6%,-1.1%,-3.9%,12.5%,3.8%
Cc1cc(C)n2nc(SCN3C(=O)c4ccccc4C3=O)nc2n1,-20.0%,-16.8%,1.3%,3.7%,1.0%,?,-2.3%,-1.9%,-6.3%,1.1%,21.7%
Oc1ccccc1-c1nnc(-c2ccc(C(F)(F)F)cc2)o1,-7.1%,6.7%,0.7%,-0.2%,0.9%,?,0.0%,-1.5%,-2.7%,1.5%,18.2%
CCOc1ccc(C(=O)CCNC(Cc2cnc[nH]2)C(=O)O)cc1 (configuration not stated),23.6%[11.4 µM],-1.6%[11.4 µM],0.7%,2.8%[0.0738 µM],20.3%[9.17 µM],?,-1.5%,-0.3%,-2.1%[11.4 µM],?,5.6%[7.66 µM]
COc1ccccc1C1/C(=C(/O)c2ccccc2)C(=O)C(=O)N1CCO (configuration not stated),-23.9%,0.7%,-0.3%,-1.0%,-4.7%,-2.4%,4.1%,1.5%,0.4%,-5.0%,-5.6%
CC(C)C(=O)NC(c1ccco1)c1ccc2cccnc2c1O (configuration not stated),-21.2%,-7.4%,0.3%,-1.7%[9.22 µM],13.4%,3.7%,3.98µM*,-2.7%,-7.1%,10µM*,14.1%
Cc1cccc(C)c1OCC(=O)Nc1cccc(NC(=O)c2ccco2)c1,-9.6%,7.1%,0.1%,-1.6%,-1.9%,-0.5%,0.0%,0.1%,0.3%,-4.2%,43.5%[activator]
Nc1nc(-c2ccc(Cl)c(Cl)c2)c(-c2ccncc2)s1,?,-15.2%,-2.3%,-0.5%,nt,nt,nt,-0.9%,nt,nt,nt
CC(C)Cn1c2c(c(O)c(C(=O)Nc3nccs3)c1=O)CCCC2,-18.8%,6.8%,0.1%,nt,0.4%,14.4%,-2.7%,0.0%,1.2%,?,18.0%
Cc1c(C(=O)N2CCN(c3ccc(F)cc3)CC2)sc2nc(-c3ccccc3)cn12,2.9%,8.1%,0.6%,0.8%,8.1%,-3.8%,1.8%,0.3%,0.6%,-2.5%,20.1%
Cc1cc(N2CCCCC2)n2ncc(-c3ccc(Cl)cc3)c2n1,-1.5%,?,0.7%,2.6%[57.5 µM],0.9%,?,0.0%,0.2%,2.0%,25.1µM*,-6.8%
O=C(COc1ccccc1)Nc1ccccc1C(=O)NCc1ccco1,-3.5%,3.8%,1.0%,0.0%[57.5 µM],-3.0%,-0.7%,-0.9%,-0.7%,?,-0.1%,16.9%
O=C(c1csnn1)N1CCC2(CCCN(c3ccccc3)C2)CC1,-2.7%,-9.8%,-0.1%,0.6%,-11.1%,-5.5%,7.1%[9.22 µM],-1.9%,-3.2%,-6.3%,99.8%[activator]
O=C(COc1ccccc1F)Nc1ccc(S(=O)(=O)NCc2ccco2)cc1,-0.4%,-8.2%,1.0%,-3.3%,-1.7%,-7.0%,-1.2%,0.3%,2.1%,-2.6%,4.1%
CC12CN3CC(C)(CN(C1)C3c1ccc3ccccc3c1O)C2=O (configuration not stated),-18.3%,-18.8%,-0.8%,-0.1%[9.22 µM],-9.2%,?,-2.2%,-0.7%,-3.2%,-1.9%,5.0%
O=c1oc(-c2cccs2)nc2sc3c(c12)CCC3,-5.3%,0.1%,-1.6%,1.4%,-8.1%,2.9%,3.3%,-0.2%,2.1%,11.4%,-5.0%
CCCc1nc(SC2CCCC2)c2c(=O)n(C)c(=O)n(C)c2n1,5.8%,10.2%,0.1%,0.0%,-3.9%,2.51µM*,nt,1.8%,-3.4%,11.1%,nt
CNc1nc(SCC(=O)OC)nc(N2CCOCC2)n1,0.7%,-24.2%,0.0%,1.5%,-2.2%,?,-1.5%,-2.0%,-0.3%,-0.2%,-4.8%
O=C(NC1CCCCCC1)C1CCN(S(=O)(=O)c2ccccc2)CC1,2.3%,11.9%,0.3%,0.0%,3.0%,-11.5%,0.5%,-5.3%,-1.8%,-0.1%,6.2%
CCC(C)(C)NC(=O)C(c1ccc(F)cc1)N(Cc1ccco1)C(=O)c1cnccn1 (configuration not stated),-1.2%,-7.4%,-0.7%,-0.1%[57.5 µM],1.0%,-4.0%,-2.8%,-2.0%,-0.6%,-3.8%,11.8%
O=S(=O)(Nc1ccc2nc(-c3ccco3)[nH]c2c1)c1ccccc1,-14.0%,?,0.7%,nt,4.7%,4.1%,2.5%,4.3%,-3.8%,-12.5%,13.2%
CCOC(=O)C1CCN(C(=O)c2cccc(NC(=O)C(CC)CC)c2)CC1,4.1%,-0.2%,0.5%,-0.9%,3.0%,2.3%,2.6%,-1.2%,-15.9%,-4.7%,-2.5%

# Following part:
SMILES,ALOX15 inhib,HADH2 inhib,BRCT inh red,HBB splice mod,UbGFP stabilizer,CRE Fsk mod,GFP derepression,BRCT PPI green,DNA Pol III inh,Hsp90 Hop PPI,USP2a inhib
COC(=O)c1ccc(COC(=O)c2ccc(-n3cnnn3)cc2)o1,-4.9%,-1.8%,-0.1%,1.2%,0.2%,16.8%,-1.2%,-1.4%,1.7%,0.1%,3.8%
O=C1CC(c2cccnc2)c2cc3c(cc2N1)OCO3 (configuration not stated),-1.8%,3.2%,0.4%,-0.5%,12.2%,0.8%,5.4%,0.0%,-0.2%,-2.2%,nt
O=C(CSc1nnc(-c2ccco2)o1)NC1CC2CCC1C2 (configuration not stated),4.7%,-9.5%,-0.3%,1.1%,1.3%,-5.8%,0.0%,0.8%,-2.7%,-1.5%,5.3%
CCc1c(C)nc(SCC(=O)CC(=O)OC(C)C)c(C#N)c1C,-20.2%,90.3%[activator],-2.0%,nt,-1.3%,?,0.0%,-1.0%,-3.3%,9.3%,-11.7%
C/C(CCC(=O)OC[C@@H]1O[C@H](C#Cc2ccccc2)C=C[C@@H]1Oc1ccc(C)cc1)=N/OC[C@@H](O)[C@H]1O[C@H]2OC(C)(C)O[C@H]2[C@@H]1O,9.0%[11.4 µM],7.1%[11.4 µM],0.9%[15.4 µM],1.1%[9.22 µM],nt,nt,nt,-0.6%[15.4 µM],nt,nt,nt
Cc1cccc(-n2c(N)c(C(=O)NCCN3CCOCC3)c3nc4ccccc4nc32)c1,-16.4%,-27.7%,1.2%,-0.1%,-0.9%,10µM*,0.1%,-0.3%,2.8%,?,30.8%[activator]
COC(=O)COc1ccc(S(=O)(=O)Nc2cc(OC)ccc2OC)cc1,0.3%,12.8%,-1.6%,0.0%,-4.3%,-1.9%,0.0%,0.1%,0.5%,-3.2%,7.9%
O=C(NCCCc1ccccc1)c1ccccc1O,-17.8%[11.4 µM],?,-0.9%,-2.0%[0.0738 µM],9.1%[9.17 µM],?,-1.5%,-0.9%,2.2%[11.4 µM],9.2%[11 µM],5.8%[7.66 µM]
CCN(CCCNC(=O)c1[nH]c(C)c(C(C)=O)c1C)c1ccccc1,-9.0%,-7.8%,-0.6%,1.7%,-1.3%,5.2%,0.0%,-2.2%,1.5%,-7.5%,33.5%[activator]
Cc1cc(NC(=O)c2cc3nc(C4CC4)cc(C(F)(F)F)n3n2)no1,-5.4%,14.6%,-2.2%,-0.1%,-2.1%,?,-1.7%,-1.4%,-5.0%,-3.0%,24.7%

# Source: PubChem

# Not all compounds are listed. The share of hits here may be higher or lower than overall.
